Screening results deposited in PubChem BioAssay by National Center for Advancing Translational Sciences (NCATS).
Tau fibril ThT = tau fibrillization inhibition (ThT binding). P10636. recombinant tau K18 P301L, heparin-induced fibrillization, ThT fluorescence. Potency, µM (series often up to 57.4 µM), inactives show top-dose activity, negative = inhibition, most hits filed as inhibitors. 270,000 tested, 2.1% active. AID 1460; note: % is set by controls: 0 for no effect and ±100 for the full control effect; nearly all actives have a fitted effect of over 55% in size
Target sequence (P10636 561-689 P618L limits assumed): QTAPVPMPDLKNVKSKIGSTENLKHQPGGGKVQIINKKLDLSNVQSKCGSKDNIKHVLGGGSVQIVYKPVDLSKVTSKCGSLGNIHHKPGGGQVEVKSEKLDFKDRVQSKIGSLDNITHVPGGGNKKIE
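In this qHTS, human K18 P301L tau is incubated with compound and heparin for 6 hr at 37 C, and Thioflavin T fluorescence then reports fibril load.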
Tau fibril FP = blocks human tau fibril formation measured by polarization; P10636; K18 P301L tau heparin fibrillization, Alexa594 FP, 6 h; Potency, µM (doses to about 57.7 µM), for the others: top-dose activity, negative = inhibition, actives largely listed as inhibitors; 280,000 tested, 0.39% active; note: % is set by controls: 0 for no effect and ±100 for the full control effect; nearly all actives have a fitted effect of over 55% in size
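Compound effects on tau fibrillization are measured by Alexa 594 fluorescence polarization (ex 555, em 632 nm). K18 P301L tau is used at 15 uM with 0.24 uM labeled tracer, and 20 uM heparin induces aggregation over 6 hr at 37 C.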
HTT cytoprotect = protects HTT-Q103 PC12 cells, measured by ATP. PC12 HTT-Q103 induced, cytoprotection, ATP luminescence, 40 h. Potency, µM (highest dose often 56.4 µM), for inactives: cytoprotection (ATP increase), usual class: activators. 230,000 tested, 0.14% active;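 note: % of control where 0% means no effect; nearly all actives have a fitted effect of over 45% in size; toxic huntingtin expression switched on by the ecdysone agonist tebufenozide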
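PC12 cells with ecdysone-inducible HTT exon 1 Q103-GFP, induced with 100 nM tebufenozide and co-treated with library compounds in a dose series (1536-well, 1500 cells/well). Cytoprotection read as ATP content by ATPlite luminescence.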
HttQ103 aggreg = reduces HttQ103-GFP aggregates in PC12 cells; PC12 HttQ103-GFP aggregates, Acumen cytometry, 40 h; Potency, µM (top dose mostly 46.1 µM), for the others: at the top dose activity change, negative = inhibition, usual class: inhibitors; 220,000 tested, 1.1% active; AID 1688; note: % is set by controls: 0 for no effect and ±100 for the full control effect; nearly all actives have a fitted effect of over 60% in size
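Multiplexed with ATP-based cell death, this channel scores GFP aggregates in PC12 cells expressing inducible HTTex1-Q103-GFP. Induction used 100 nM tebufenozide; compounds were tested in concentration series.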
Tau fluor counter = counter-screen for tau fibril formation inhibitors; tau K18 P301L Alexa594 fluorescence, heparin fibrillization; Potency, µM (top dose mostly 57.7 µM), without a hit: at the highest dose activity change, negative = decrease; 280,000 tested, 0.93% active; AID 1463; note: % is set by controls: 0 for no effect and ±100 for the full control effect; nearly all actives have a fitted effect of over 55% in size
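Human tau K18 P301L (15 uM unlabeled, 0.24 uM Alexa 594-labeled) in 100 mM sodium acetate pH 7 with 20 uM heparin, 6 hr at 37 C. ThT 30 uM added, 1 hr ambient; Alexa 594 FP and total fluorescence read at 555/632 nm.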
SMN2 splice up = SMN2 splice variant enhancement. 210,000 tested, 2.8% active. AID 1458. HEK293 SMN2-luciferase splicing reporter, luminescence, 30-36 h. Potency, µM (doses to about 46.1 µM), without a hit: at the top dose activity change, positive = activation, hits mostly activators; note: % of control where 0% means no effect; nearly all actives have a fitted effect of over 55% in size
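HEK293 cells carry an SMN2 minigene-luciferase reporter in which exon 7 inclusion puts luciferase in frame. Cells were seeded at 2000 cells/well, attached for 10-12 hours, then exposed to compounds for 30-36 hours at 37C before ONE-Glo luminescence.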
JMJD2E inh = inhibitors of human JMJD2E histone demethylase; B2RXH2; JMJD2E catalytic domain, FDH-coupled NADH fluorescence (FDH is formaldehyde dehydrogenase); Potency, µM (top dose mostly 57.1 µM), inactives show at the top dose activity change, negative = inhibition, usual class: inhibitors; 230,000 tested, 1.6% active; AID 2147; active = well fitted inhibition curve with a large enough effect, not every such curve was filed as active; inconclusive = small, poorly fitted or top-dose-only effect, or another doubt; inactive = no such curve, though single readings can be large or run the other way;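 note: 0% = wells with enzyme and -100% = buffer wells without enzyme; nearly all actives have a fitted effect of over 50% in size; many of its hits are not listed in these tables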
ALDH1A1 block = blocks purified human ALDH1A1 activity | P00352 | Purified ALDH1A1, NADH fluorescence, propionaldehyde substrate | Potency, µM (doses to about 75.3 µM), without a hit: at the highest dose activity, negative = inhibition, hits mostly inhibitors | 220,000 tested, 7.3% active; active = well fitted inhibition curve with a large enough effect, not every such curve was filed as active; inconclusive = small, poorly fitted or top-dose-only effect, or another doubt; inactive = no such curve, though single readings can be large or run the other way;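 note: plate controls were no enzyme wells and a reference inhibitor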
Target sequence (P00352 whole entry, looked up): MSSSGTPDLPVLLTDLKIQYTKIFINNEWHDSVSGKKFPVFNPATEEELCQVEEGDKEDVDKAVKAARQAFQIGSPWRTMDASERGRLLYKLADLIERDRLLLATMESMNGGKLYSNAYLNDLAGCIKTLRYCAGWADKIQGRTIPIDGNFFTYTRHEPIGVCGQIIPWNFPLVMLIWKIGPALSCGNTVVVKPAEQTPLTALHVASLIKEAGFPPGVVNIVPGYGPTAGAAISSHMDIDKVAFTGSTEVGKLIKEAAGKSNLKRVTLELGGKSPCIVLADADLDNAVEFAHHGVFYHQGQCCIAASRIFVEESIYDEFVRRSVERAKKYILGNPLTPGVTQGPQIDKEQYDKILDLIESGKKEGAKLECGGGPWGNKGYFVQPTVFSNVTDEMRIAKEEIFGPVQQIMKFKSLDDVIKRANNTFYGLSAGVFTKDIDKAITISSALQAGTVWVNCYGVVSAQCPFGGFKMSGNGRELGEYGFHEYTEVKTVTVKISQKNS
* = called active by the depositor; ? = inconclusive; . = not tested or not shown; & = joins results of further samples; [ ] = dose if it differs, or a comment. Unless noted, calls come from the whole dose curve; as a rule, active = well fitted curve in the direction sought with a large enough effect; inconclusive = small, poorly fitted or top-dose-only effect, or another doubt; inactive = no such curve, though single readings can be large; an effect the other way counts as inactive or inconclusive. Potency is the fitted concentration of half-maximal effect. A portion of the library, so the mix of outcomes need not match the whole.

The opening 5 compounds, to show the layout:
Each structure is followed by: Tau fibril ThT	Tau fibril FP	HTT cytoprotect	HttQ103 aggreg	Tau fluor counter	SMN2 splice up	JMJD2E inh	ALDH1A1 block
NC(N)=Nc1nc(CSCC/C(N)=N/S(N)(=O)=O)cs1
 : 2%&-6%&-2%	-1%&1%&-2%	?	6%&18%	-1%&-2%&2%	-13%	-4%	0%
O=C(NC(=S)NCCSc1ccccc1)c1cccnc1
 : -6%	-6%	0%[10 µM]	-2%	-13%	12%	4%	14µM*
S=C1NCN(CCc2ccccc2)CN1Cc1ccccc1
 : 7%	3%	15%[10 µM]	-5%[9.22 µM]	8%	.	-1%	?
CCOc1ccc(C(=O)NC2CCN(C(=O)Nc3ccccc3OC)CC2)cc1
 : 10%	-6%	15%[1.9 µM]	-1%	-1%	-8%	-2%	4%
CC1=C(C(=O)Nc2ccccc2)C(c2ccccn2)n2nc(SCc3ccccc3Cl)nc2N1 (stereo unspecified)
 : 1%	-9%	.	.	-14%	-4%	.	.

The whole of this part, from the start:
Each structure is followed by: Tau fibril ThT	Tau fibril FP	HTT cytoprotect	HttQ103 aggreg	Tau fluor counter	SMN2 splice up	JMJD2E inh	ALDH1A1 block
NC(N)=Nc1nc(CSCC/C(N)=N/S(N)(=O)=O)cs1
 : 2%&-6%&-2%	-1%&1%&-2%	?	6%&18%	-1%&-2%&2%	-13%	-4%	0%
O=C(NC(=S)NCCSc1ccccc1)c1cccnc1
 : -6%	-6%	0%[10 µM]	-2%	-13%	12%	4%	14µM*
S=C1NCN(CCc2ccccc2)CN1Cc1ccccc1
 : 7%	3%	15%[10 µM]	-5%[9.22 µM]	8%	.	-1%	?
CCOc1ccc(C(=O)NC2CCN(C(=O)Nc3ccccc3OC)CC2)cc1
 : 10%	-6%	15%[1.9 µM]	-1%	-1%	-8%	-2%	4%
CC1=C(C(=O)Nc2ccccc2)C(c2ccccn2)n2nc(SCc3ccccc3Cl)nc2N1 (stereo unspecified)
 : 1%	-9%	.	.	-14%	-4%	.	.
O=C(CCN1CCN(c2ccccc2)CC1)Nc1nccs1
 : -17%	8%	16%[10 µM]	-5%	-5%	1%	3%	?
N#CCOc1nc(N2CCCCC2)nc(N2CCCCC2)n1
 : -8%	-5%	5%[10 µM]	-9%[9.22 µM]	-6%	.	0%	-8%
O=C(NC(=S)N1CCN(c2ccc(O)cc2)CC1)c1cccs1
 : ?	-1%	33%[10 µM]	13%[9.22 µM]	-15%	.	9%	.
Cc1oc(CC(C)C)cc1C(=O)NCCCC(=O)O
 : -7%	-13%[2.34 µM]	5.6µM*	?	-6%	.	-11%	-4%
COc1ccccc1NC(=O)C12CC3CC(C1)CC(c1ccc(C)cc1)(C3)C2
 : -1%	0%	-10%	2%	-7%	-14%	-5%	8%
O=C(Cn1nnc(-c2ccccc2)n1)NNC(=O)c1ccc(Br)cc1
 : -7%	6%	-42%[inhibitor]	-5%	6%	8%	7%	4%
CC(Oc1ccc(F)cc1)C(=O)Nc1sc2c(c1C(=O)NCc1cccnc1)CCCC2 (stereo unspecified)
 : -13%	3%	4%	-2%	-4%	.	5%	6%
N#Cc1ccsc1NC(=O)CN(Cc1ccccc1)Cc1ccccc1
 : -17%	-5%	22%[1.9 µM]	15%	-29%	-25%	-6%	-3%
Cc1ccc(-c2nc3ccccc3o2)cc1NC(=O)Cc1ccc(Cl)cc1
 : 7%	-4%	.	.	0%	1%	.	.
CC(=O)Nc1ccc(Nc2nc3ccc(Cl)cc3n3cnnc23)cc1
 : -9%	-2%	.	.	-13%	-7%	.	.
CCCCNC(=S)Nc1ccc(Cl)cc1
 : 1%	-4%	19%[10 µM]	6%	-4%	?	16%	4%
O=C(CCNS(=O)(=O)c1ccc(Br)cc1)NC1CCCCC1
 : -7%	-11%	-28%	-5%	-13%	15%	-2%	-3%
O=C(O)c1ccc(-n2c(-c3ccc(Br)cc3)n[nH]c2=S)cc1
 : -1%	9%	-16%	21%	-1%	-3%	-4%	28µM*
COC(=O)CSc1nnc2n(C3CCCCC3)c(=O)c3c4c(sc3n12)CCCC4
 : -14%	-8%	-15%	6%	-5%	-10%	-11%	0%
COc1ccc(CCCc2nnc(SCC(=O)Nc3cccc(F)c3C)o2)cc1
 : -8%	-9%	.	.	-25%	1%	.	.
Cc1cc(F)ccc1NCC(=O)Nc1ccccc1Br
 : 1%	10%	4%[10 µM]	31%	4%	.	-3%	28µM*
O=C(COc1ccc(Cl)cc1)N(Cc1ccccc1)c1ccccn1
 : -1%	-7%	-35%	-12%	-7%	-9%	-2%	8%
Cn1cccc1C(=O)C(=O)Nc1ccccc1
 : -7%	5%	-59%[inhibitor]	-3%	7%	13µM*	5%	1%
CC(C)OCCCNc1sc(S(=O)(=O)c2ccccc2)nc1S(=O)(=O)c1ccc(Cl)cc1
 : 4%	-4%	.	.	-21%	2%	.	.
Cc1nc2c(Br)c(C)nn2c2c1CCC2
 : 3%	5%	-6%[10 µM]	2%	10%	-16%	-6%	1%
Cc1cccnc1NC(=S)NC(=O)c1cccs1
 : -13%	-4%	-86%[inhibitor]	-8%	-12%	3.2µM*	-9%	-1%
CCOc1cccc(/C=N/N2C(=O)CSC2=S)c1O
 : 22µM*	?	-32%	-26%	-30%	?	32µM*	7.1µM*
CC(C)=CCC/C(C)=C/CO/N=C1/C[C@@H](O)[C@@H](O)[C@@H]2[C@@H]3C(=O)N(C[C@@H]4CCCO4)C(=O)[C@H]3CC[C@@H]12
 : 0%[11.5 µM]	2%[11.6 µM]	-8%[10 µM]	.	-1%[11.6 µM]	.	.	-1%[13.5 µM]
O=C(Nc1ccc(S(=O)(=O)NCCc2ccccc2)cc1)c1ccc(Br)o1
 : 14%	?	-18%	5%	-30%	-27%	?	-12%
Cc1ccc(NC(=O)c2ccc(Cl)cc2Cl)cc1O
 : .	-3%	-9%[10 µM]	12%[9.22 µM]	-12%	.	1%	.
Cc1cc(NC(=O)CSC2=Nc3ccccc3C3=NC(Cc4ccccc4)C(=O)N23)n[nH]1 (stereo unspecified)
 : 0%	-2%	5%	-3%	-4%	-3%	?	?

Pulled by compound from the list above, 2 records:
Each structure is followed by: Tau fibril ThT	Tau fibril FP	HTT cytoprotect	HttQ103 aggreg	Tau fluor counter	SMN2 splice up	JMJD2E inh	ALDH1A1 block
CC(C)OCCCNc1sc(S(=O)(=O)c2ccccc2)nc1S(=O)(=O)c1ccc(Cl)cc1
 : 4%	-4%	.	.	-21%	2%	.	.
CC(C)=CCC/C(C)=C/CO/N=C1/C[C@@H](O)[C@@H](O)[C@@H]2[C@@H]3C(=O)N(C[C@@H]4CCCO4)C(=O)[C@H]3CC[C@@H]12
 : 0%[11.5 µM]	2%[11.6 µM]	-8%[10 µM]	.	-1%[11.6 µM]	.	.	-1%[13.5 µM]

Compound profiles, from the list above. Values in the order: Tau fibril ThT	Tau fibril FP	HTT cytoprotect	HttQ103 aggreg	Tau fluor counter	SMN2 splice up	JMJD2E inh	ALDH1A1 block
Entry for Cc1oc(CC(C)C)cc1C(=O)NCCCC(=O)O → -7%	-13%[2.34 µM]	5.6µM*	?	-6%	.	-11%	-4%
Entry for O=C(O)c1ccc(-n2c(-c3ccc(Br)cc3)n[nH]c2=S)cc1 → -1%	9%	-16%	21%	-1%	-3%	-4%	28µM*
Entry for O=C(COc1ccc(Cl)cc1)N(Cc1ccccc1)c1ccccn1 → -1%	-7%	-35%	-12%	-7%	-9%	-2%	8%
